# Assay outcomes as filed in PubChem BioAssay.
# CIT2-GFP yeast: modulators of TOR pathway CIT2-GFP in S. cerevisiae. 0.065% of 320,000 active. S. cerevisiae CIT2-GFP strain, flow cytometry, 3 h; 100 means same as DMSO wells. GFP response vs DMSO, % at 10 µM;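 active = GFP response relative to DMSO above a set limit, near the screen mean plus 3 SD, cut at about 150% in these data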;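 note: ratio of well median GFP fluorescence to mean of DMSO wells on the plate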
# CR mimetic SO: caloric restriction mimetics inhibiting age-related superoxide in yeast | S. cerevisiae aged cells, superoxide DHE fluorescence; active compounds read low | superoxide response (% of plate mean), % at 10 µM | 0.18% of 330,000 active | AID 2690;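 active = superoxide response under a set limit, about three screen SD below normal, cut at about 65% in these data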;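 note: yeast aged for seven days with compound at 30 °C before DHE staining; 100% = average MFI of all compound-treated wells on the plate with controls excluded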
# MEX-5 binding: C. elegans MEX-5 TCR-2 RNA binding activity; 0.38% of 300,000 active; activity score (negative = inhibition of binding), % at 10 µM; MEX-5/FITC-TCR2 RNA binding, fluorescence polarization; active compounds read low; AID 1832; Q9XUB2;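 active = inhibition past about -25% in most replicates, and total fluorescence under double the plate's negative control median, limit read from the data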;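 note: 0% = DMSO and -100% = 5 µM competing unlabeled TCR2 RNA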
# GRK2 aptamer HTS: human GRK2 inhibition via aptamer displacement. inhibition of aptamer binding, % at 10 µM. 0.59% of 330,000 active. P25098. AID 488847. bead flow cytometry, FAM-aptamer displacement from GRK2;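 active = inhibition of aptamer binding above 40%, roughly 3 SD of noise, on plates passing a quality check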;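 note: median bead fluorescence of bound FAM aptamer so fluorescent compounds give negative values; no value below 0 was filed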
# Target sequence (P25098 whole entry, looked up): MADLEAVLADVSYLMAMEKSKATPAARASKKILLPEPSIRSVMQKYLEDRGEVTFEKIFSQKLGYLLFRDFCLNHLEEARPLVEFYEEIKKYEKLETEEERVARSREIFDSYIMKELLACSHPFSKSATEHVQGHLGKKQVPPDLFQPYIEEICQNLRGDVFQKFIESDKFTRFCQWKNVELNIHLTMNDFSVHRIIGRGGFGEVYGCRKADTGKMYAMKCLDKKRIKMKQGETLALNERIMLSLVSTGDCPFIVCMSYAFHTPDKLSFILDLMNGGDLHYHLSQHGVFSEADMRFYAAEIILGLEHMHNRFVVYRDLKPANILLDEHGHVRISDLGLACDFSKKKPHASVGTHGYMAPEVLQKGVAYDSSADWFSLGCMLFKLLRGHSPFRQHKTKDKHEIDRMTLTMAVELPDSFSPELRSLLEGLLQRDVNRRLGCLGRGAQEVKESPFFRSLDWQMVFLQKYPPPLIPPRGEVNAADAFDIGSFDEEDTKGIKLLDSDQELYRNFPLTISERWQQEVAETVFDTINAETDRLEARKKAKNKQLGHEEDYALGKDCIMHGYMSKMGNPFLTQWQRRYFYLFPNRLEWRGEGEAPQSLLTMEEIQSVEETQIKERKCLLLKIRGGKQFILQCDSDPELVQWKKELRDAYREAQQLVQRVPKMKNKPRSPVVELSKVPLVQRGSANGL
# VLA-4 inh: inhibition in a human VLA-4 binding assay | P13612 | VLA-4 expressing cells, ligand binding flow cytometry | inhibition, % (about 7 µM as worked out from the volumes in the protocol) | 0.2% of 330,000 active | AID 2557; in the data active = inhibition above about 50%
# GLD-1 TGE inh: GLD-1-TGE RNA interaction inhibition (C. elegans) | Q17339 | purified GLD-1 + fluorescein TGE RNA, fluorescence polarization | inhibition, % at 5.96 µM | 0.44% of 320,000 active;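 active = percent inhibition above a per-plate cutoff, the plate mean of test compounds plus 3 SD, cut at about 30% in these data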;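 note: 0% = DMSO wells with GLD-1 and probe and 100% = wells lacking GLD-1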
# BCLXL inh: Bcl-xL (human) inhibition | AID 2129 | inhibition, % at 10.9 µM | Q07817 | GST-Bcl-xL / FITC-Bim BH3 peptide fluorescence polarization | 0.7% of 320,000 active;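 active = inhibition above the mean of all tested compounds plus 3 SD, cutoff set per campaign, cut at about 30% in these data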;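 note: 0% = DMSO wells and 100% = unlabeled Bim-BH3 peptide competitor; inhibitors lower millipolarization by displacing the labeled peptide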
# Target sequence (Q07817 whole entry, looked up): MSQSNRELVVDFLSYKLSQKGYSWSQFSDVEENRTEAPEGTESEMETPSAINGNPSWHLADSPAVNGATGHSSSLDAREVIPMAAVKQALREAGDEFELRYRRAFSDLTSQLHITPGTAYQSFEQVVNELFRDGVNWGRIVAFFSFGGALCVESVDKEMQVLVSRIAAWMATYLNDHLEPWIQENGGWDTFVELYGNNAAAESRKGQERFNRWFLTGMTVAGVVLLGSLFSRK
# AGP1-GFP MLPCN: alters AGP1-GFP fluorescence in TOR pathway yeast screen; GFP response vs DMSO, % at 10 µM; S. cerevisiae AGP1-GFP multiplex flow cytometry, 3 h; GFP as percent of DMSO wells; 0.02% of 320,000 active; AID 2066;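 active = GFP response relative to DMSO above a set limit, near screen average plus 3 SD, cut at about 150% in these data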;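 note: median GFP channel fluorescence of the gated AGP1 strain per well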
# MCL1-BIM inh: disrupts human MCL1 binding to BIM-BH3 peptide; Q07820; GST-MCL1 / FITC-Bim-BH3 fluorescence polarization; inhibition, % at 10.9 µM; 0.68% of 320,000 active; AID 2057;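 active = inhibition above the mean inhibition of all tested compounds plus 3 SD, set per campaign, cut at about 40% in these data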;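 note: 0% = DMSO wells and 100% = unlabeled Bim-BH3 peptide control; higher means more loss of mP so more displacement of Bim peptide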
# * hit, by the source's call; . = not tested or not shown. Rows are unselected. Share with any hit: about 2.1%.
SMILES,CIT2-GFP yeast,CR mimetic SO,MEX-5 binding,GRK2 aptamer HTS,VLA-4 inh,GLD-1 TGE inh,BCLXL inh,AGP1-GFP MLPCN,MCL1-BIM inh
CCOc1ccccc1CN1CCNC(=O)C1CC(=O)NC1CCCCC1 (stereo not given),107.2,92.3,-0.2,0.0,2.4,1.7,11.0,109.4,12.1
O=C(Cc1cccc(NC(=O)C2CCCN(C(=O)CCc3ccccc3)C2)c1)Nc1cccc(C(=O)N2CCCC2)c1 (stereo not given),102.5,96.8,.,4.0,-7.4,-1.9,0.0,99.3,-0.8
COC(=O)c1nc2ccc(N3CCOCC3)cc2c(C)c1C(=O)OC,95.2,123.0,.,0.0,9.1,13.1,22.9,98.6,16.1
COc1ccc(S(=O)(=O)N(CC(=O)NCc2ccco2)c2ccc(C)cc2)cc1OC,110.7,88.7,1.6,2.0,1.3,-3.3,0.0,100.0,1.3
CC(CCc1ccc(O)cc1)NC1c2ccccc2-c2ccccc21 (stereo not given),99.6,104.4,-0.1,0.0,13.9,6.6,-2.7,98.7,-4.7
Cc1cc(N2CCN(c3ccccc3)CC2)nc(-c2ccccc2O)n1,93.1,71.3,-0.9,3.0,9.1,-2.3,8.2,96.7,2.6
CC(O)c1nc2ccccc2n1CC(=O)Nc1ccc2c(c1)OCCO2 (stereo not given),109.7,81.0,0.5,0.0,11.9,4.1,-9.6,106.6,-9.0
CCn1c(=NC(=O)CSC(C)=O)sc2cc(OC)ccc21,94.0,90.9,1.6,3.0,-4.1,4.0,-0.5,90.6,3.3
CN(C)c1ccc(N2C(=NC(=O)CCC3CCCC3)SC3CS(=O)(=O)CC32)cc1 (stereo not given),96.9,113.6,-0.3,3.0,-98.4,2.6,2.1,100.5,0.5
COc1cc([N+](=O)[O-])ccc1NC(=O)NCC1CCN(Cc2ccc(Cl)cc2)CC1,94.6,30.5*,-3.2,0.0,-2.5,2.4,-1.0,90.8,-2.9
CSc1nc2oc3c(c2c2nncn12)CC(C)(C)SC3,99.9,107.2,-0.6,1.0,20.8,16.3,23.2,100.4,23.2
C=C(C)CSc1nnc([C@H](CCSC)NC(=O)OC(C)(C)C)o1,112.0,98.8,-2.4,0.0,-1.5,-1.7,-0.8,102.1,-7.0
Oc1ccc(/C=N/NC(=S)NCC2CCCO2)cc1 (stereo not given),87.2,105.0,1.8,4.0,0.1,1.2,8.3,92.1,12.3
CCOC(=O)N1CCN(S(=O)(=O)c2ccc(C(=O)Nc3sc4c(c3C(N)=O)CCN(CC)C4)cc2)CC1,98.2,94.7,10.7,0.0,5.1,-6.5,12.4,111.8,4.5
Cc1cc(NC(=O)c2ccc(-c3ccc(F)c(Cl)c3)o2)no1,96.9,70.4,-3.9,0.0,-1.5,-1.7,7.0,97.4,-0.4
COc1cc(NS(=O)(=O)c2ccc(Nc3nc(-c4ccccn4)cs3)cc2)nc(OC)n1,95.8,111.0,0.9,2.0,9.6,5.7,9.4,96.0,14.6
C=CCN1/C(=C(\C#N)C2=NS(=O)(=O)c3ccccc32)N(C)c2ccccc21,100.5,91.3,-1.0,2.0,-10.4,9.8,14.9,95.4,14.6
O=C(O)CN1CCN(Cc2ccc(Cl)cc2)C1=O,98.3,89.4,-0.7,0.0,12.0,1.5,3.9,101.8,1.1
Cc1cc(NS(=O)(=O)c2ccc(NC(=O)CCCOc3cccc(C)c3C)cc2)no1,115.0,90.5,-0.7,0.0,-9.4,0.2,1.3,97.7,4.7
OC12CCCCC1C(c1ccc3c(c1)OCO3)N(Cc1ccccc1F)CC2 (stereo not given),106.4,76.2,2.2,4.0,-14.7,1.4,1.8,104.0,2.3
Cc1c(NS(=O)(=O)N2CCCCC2)c(=O)n(-c2ccccc2)n1C,103.8,104.5,1.7,0.0,5.2,1.9,1.8,104.4,-0.6
CC(C)Cn1c2nc3ccccc3nc2c2c(=O)n(CCN3CCOCC3)cnc21,105.2,98.9,.,0.0,-2.3,0.5,4.1,98.6,0.3
Cc1nc(NC(=O)COC(=O)CCc2ccccc2)c(Cl)cc1Cl,93.0,72.3,.,1.0,27.3,4.2,.,99.1,.
CC(C)CCn1c(SCC(=O)NC2CCS(=O)(=O)C2)nc2cc(Cl)ccc2c1=O (stereo not given),92.1,90.0,0.5,0.0,-0.3,1.1,3.5,105.8,4.1
CCCCC(=O)Nc1ccc(C(=O)NN2C(=O)c3ccccc3C2=O)cc1,110.9,72.2,-1.5,2.0,1.1,2.6,-4.1,110.9,0.3
O=C(NC(=S)Nc1ccccc1N1CCCC1)c1ccccc1[N+](=O)[O-],98.2,95.1,-0.3,0.0,-117.2,0.9,10.7,95.6,12.7
Cc1c(C(=O)NC2CCCC2)oc2ccccc12,103.5,93.8,.,3.0,6.2,2.4,-0.5,106.4,3.9
COc1ccc(NC(=S)NCCCn2ccnc2)cc1,100.1,99.8,-0.2,2.0,7.1,-1.5,2.4,100.2,6.3
N#Cc1c(SCc2ccccc2)nc(N2CCOCC2)c2c1CCCC2,110.0,90.9,.,0.0,-0.5,5.6,3.0,106.4,12.0
CCOc1ccc(C(=O)C(C)OC(=O)Cn2[nH]c(=O)c3ccccc3c2=O)cc1 (stereo not given),91.6,104.0,0.7,0.0,-11.9,-6.4,-16.8,88.7,-22.5
COc1cc(NC(=S)N2CCN(S(=O)(=O)c3ccccc3)CC2)cc(OC)c1,98.6,76.6,.,2.0,7.4,.,.,94.7,.
CC(=O)c1ccc(NC(=O)NC2CCCCCCC2)cc1,89.1,110.3,.,0.0,16.7,.,.,94.9,.
O=C(CSc1nccn(-c2ccc(Br)cc2)c1=O)NC1CCCC1,105.2,97.2,-1.3,2.0,-2.0,-1.0,0.1,109.8,1.9
CC(=O)c1ccc(N2CCN(C(=O)C3CCCN(c4ncnc5c4nc4n5CCCCC4)C3)CC2)cc1 (stereo not given),96.6,84.1,2.3,0.0,-2.7,10.4,-1.5,90.3,-3.8
C=CCn1c(SCC(=C)C)nc2c1c(=O)[nH]c(=O)n2C,96.0,93.6,-3.0,0.0,-18.5,7.7,3.1,101.1,2.7
COc1ccccc1N(O)C1CC(=O)N(c2ccc(F)cc2)C1=O (stereo not given),.,103.5,-3.8,1.0,2.6,2.2,6.1,100.7,4.0
CCOC(=O)c1nn(-c2ccccc2C)c2nc(CC(C)C)c(C#N)c(=O)n12,102.1,94.8,1.9,1.0,-10.0,1.8,3.6,105.0,-4.2
NNC(=O)C12CC3CC(C1)CC(n1ncnn1)(C3)C2,96.0,88.6,1.1,1.0,16.4,3.5,8.3,99.9,11.5
Cc1cc(NCCc2ccccc2F)n2ncnc2n1,88.0,97.3,3.0,0.0,-3.3,0.6,5.3,92.0,-3.7
CCCCN(C(=O)/C=C/c1ccco1)c1c(N)n(CCC)c(=O)[nH]c1=O,97.4,96.1,1.7,0.0,6.6,0.3,5.1,101.9,0.1
CC(C)c1onc(C(=O)Nc2ccc3c(c2)OCO3)c1[N+](=O)[O-],106.3,105.0,6.7,2.0,-3.9,7.2,-2.2,101.0,-4.4
C[C@@H](CN1CCC[C@H]1CN1C(N)=NC[C@@H]1Cc1ccccc1)N1C[C@@H](Cc2ccccc2)N(CCc2ccc(Cl)c(Cl)c2)C1=N,83.5,147.0,.,0.0,-1.4,-8.6,.,89.5,.
CCN(CC)C(=O)C1CCCN(C(=O)c2cc(COc3ccc4ncccc4c3)on2)C1 (stereo not given),102.0,97.6,1.6,1.0,-4.0,6.3,6.8,103.4,-0.8
COc1ccc(S(=O)(=O)N(C)C)cc1NC(=O)Cc1cccs1,92.5,111.2,1.1,0.0,-1.2,1.6,6.2,85.4,-0.2
COC(=O)c1nn(C23CC4CC(CC(C4)C2)C3)c2c1C(=O)N(c1ccc(Br)cc1)C2=O,93.3,90.6,2.0,1.0,10.2,-2.8,1.1,93.7,-0.4
COc1cc2c(cc1OC)C(c1ccc(-c3ccc(Cl)c(Cl)c3)o1)=NCC2,106.2,101.5,-35.4*,4.0,-6.5,3.3,3.2,103.7,-2.0
Cc1cccc(/C=C/c2onc(C)c2S(=O)(=O)N2CCC(C(=O)N3CCCCC3)CC2)c1,94.1,87.5,-1.0,5.0,16.0,3.0,2.7,102.4,5.1
Cc1ccc(-n2[nH]c(C)c(/C=N/Nc3ccc([N+](=O)[O-])cc3[N+](=O)[O-])c2=O)cc1,106.4,103.1,3.7,6.0,4.3,-6.0,2.9,105.4,9.3
O=S(=O)(Nc1cccc(-c2nc3cccnc3s2)c1)c1ccc2c(c1)CCCC2,101.0,154.9,-2.6,0.0,7.1,2.8,2.7,103.6,1.5
C=CCNc1nc(C(=O)OCC(=O)NCc2cccc(Cl)c2)cs1,101.2,90.0,.,0.0,-2.9,2.8,7.5,102.0,9.8
# New compounds follow
SMILES,CIT2-GFP yeast,CR mimetic SO,MEX-5 binding,GRK2 aptamer HTS,VLA-4 inh,GLD-1 TGE inh,BCLXL inh,AGP1-GFP MLPCN,MCL1-BIM inh
COCCN1Cc2cccc(C(=O)NCC3CCN(CC(C)C)C3)c2C1=O (stereo not given),102.5,103.4,-1.0,0.0,-2.8,6.5,7.5,99.5,7.7
CCn1c(=O)n(CC)c2cc(NS(=O)(=O)c3ccccc3)ccc21,.,87.2,1.3,0.0,15.7,3.5,6.5,107.2,3.3
COC(=O)Cn1c(O)c(N=NC(=O)OC)c2ccccc21,93.2,105.5,0.9,1.0,-5.3,0.3,3.9,98.8,-11.7
CCOc1ccc(Cl)cc1S(=O)(=O)n1cnc2cc(C)c(C)cc21,81.7,103.3,0.8,0.0,8.5,-4.2,1.3,85.3,1.2
COc1cc2c(cc1OC)C(Nn1cnnc1)=NC1(CCCC1)C2,103.4,108.5,-2.7,0.0,5.4,4.2,1.5,107.2,-4.4
COc1ccccc1S(=O)(=O)Cc1ccc(C(=O)NC2CCCCCC2)o1,100.6,118.0,1.1,2.0,6.9,5.3,1.1,97.2,1.2
CC(C)CCNC(=O)COc1cccc2c1OC(C)(C)C2,87.6,97.9,3.0,2.0,2.9,12.3,0.4,100.0,-4.3
CSCC[C@H](NC(=O)OC(C)(C)C)c1nnc(SCC(=O)Nc2c(C)cccc2C)o1,109.7,85.6,.,2.0,11.6,7.5,4.7,99.4,2.2
Cc1c(C(=O)O)nn(-c2ccccc2)c(=O)c1C#N,96.0,84.0,-2.7,4.0,8.5,0.5,3.7,96.1,6.2
COCCNc1cnn(-c2ccccc2)c(=O)c1Cl,96.0,111.4,1.2,3.0,8.2,1.6,4.8,86.5,-1.1
O=C(CSc1nc2ccccc2c(=O)n1-c1ccccc1)N/N=C/C=C/c1ccccc1[N+](=O)[O-],120.5,98.5,1.9,0.0,-0.1,3.1,2.9,127.2,-0.3
CN1C(=O)/C(=C2\SC(=S)N(C(CCC(=O)O)C(=O)O)C2=O)c2ccccc21 (stereo not given),105.6,103.3,-2.4,0.0,-2.2,-0.9,24.8,99.4,24.8

# 2 of the compounds above, as labelled records.
molecule: CSCC[C@H](NC(=O)OC(C)(C)C)c1nnc(SCC(=O)Nc2c(C)cccc2C)o1
  CIT2-GFP yeast: 109.7	CR mimetic SO: 85.6	MEX-5 binding: .	GRK2 aptamer HTS: 2.0	VLA-4 inh: 11.6	GLD-1 TGE inh: 7.5	BCLXL inh: 4.7	AGP1-GFP MLPCN: 99.4	MCL1-BIM inh: 2.2
molecule: COC(=O)Cn1c(O)c(N=NC(=O)OC)c2ccccc21
  CIT2-GFP yeast: 93.2	CR mimetic SO: 105.5	MEX-5 binding: 0.9	GRK2 aptamer HTS: 1.0	VLA-4 inh: -5.3	GLD-1 TGE inh: 0.3	BCLXL inh: 3.9	AGP1-GFP MLPCN: 98.8	MCL1-BIM inh: -11.7
